# Screening data deposited in PubChem BioAssay by ICCB-Longwood Screening Facility, Harvard Medical School.
# PV pol inh – inhibitors of poliovirus RNA polymerase binding and polymerization | P03300 | poliovirus polymerase elongation, fluorescence polarization; hits give low values | % elongation, % (compound at 16.7 µg/mL) | hit rate 0.66% among 150,000; in the data active means % elongation below about 90%; further: some results filed as inactive read as strong as hits
# Target sequence (P03300 1749-2209 limits assumed): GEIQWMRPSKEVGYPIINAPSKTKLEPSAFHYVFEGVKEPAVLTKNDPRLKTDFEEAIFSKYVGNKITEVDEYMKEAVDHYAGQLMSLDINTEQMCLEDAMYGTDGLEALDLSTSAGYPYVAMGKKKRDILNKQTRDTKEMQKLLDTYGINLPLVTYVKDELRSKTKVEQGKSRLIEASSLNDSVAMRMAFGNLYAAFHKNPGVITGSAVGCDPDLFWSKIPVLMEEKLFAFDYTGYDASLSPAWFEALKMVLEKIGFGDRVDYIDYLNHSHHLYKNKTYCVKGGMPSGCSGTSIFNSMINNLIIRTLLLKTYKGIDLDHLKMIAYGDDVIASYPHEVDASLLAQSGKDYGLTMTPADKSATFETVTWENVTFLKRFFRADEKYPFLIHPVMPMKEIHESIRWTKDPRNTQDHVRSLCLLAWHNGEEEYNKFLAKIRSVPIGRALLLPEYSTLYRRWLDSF
# PV pol inh FP z-score – recorded beside PV pol inh, whose call it bears; z-score; measured here: FP z-score; hits read low
# The depositor's hits bear a star; & = joins results of further samples. The list is partial; rates above refer to the full screens.
SMILES,PV pol inh,PV pol inh FP z-score
CCN(CC)C(=O)N(CC)C1CCCCC1,101,-0.1
CC(C)c1n[nH]c(=S)n1C,103,0.5
CCN(CC)C(=O)CSc1[nH]c2ccccc2c(=O)c1C(=O)OC,103,0.4
Cc1sc(NC(=O)c2ccccc2)c(C(=O)N2CCCCC2)c1C,95,-0.5
O=c1ccn2c(n1)OC1C(O)C(CO)OC12 (centres undefined),101,-0.3
Fc1ccc(-c2noc3ncnc(N4CCCCC4)c23)cc1,104,0
Cc1noc(C)c1CSc1ncccc1C(=O)Nc1ccnn1C1CCN(C)CC1,101,-0.1
CCS(=O)(=O)c1nc(S(=O)(=O)c2ccc(Cl)cc2)c(NCc2ccc(Cl)cc2)s1,103,-1.3
Nc1nonc1-c1noc(-c2ccccc2)n1,104,0.2
O=C1c2ccccc2C(=O)N1CCOc1ccccc1,103,0.8
CC(C)(C)N1CC(COc2ccccc2)OC1=O (centres undefined),101,0.6
O=S1(=O)C=C(Sc2nnnn2-c2ccccc2)c2ccccc21,104,0.7
Cc1ccc(-n2c(=O)c3ccc(C(=O)NCc4ccccc4Cl)cc3n(Cc3ccccc3F)c2=O)cc1,103,-0.2
COc1ccc(-c2cc(C(F)(F)F)nc(NCc3ccc(Cl)cc3)n2)cc1,102,-1
COc1ccc(-c2cc(C(=O)Nc3c(C)nn(Cc4ccc(F)cc4)c3C)no2)cc1OC,104,0.2
CCc1nc2c(N(C)S(=O)(=O)c3ccc(C)cc3)nc3ccccc3n2n1,104,0.5
COC(=O)CCC(=O)c1oc2ccc(OC)cc2c1N,102,0.2
Cc1cc2c(n1-c1ccc(C(=O)N3CCN(c4ccccc4)CC3)cc1)CCCCC2,103,0.1
O=c1sc2ccccc2c2nc[nH]c12,102,-0.1
COc1ccccc1C(=O)COC(=O)Cc1ccc(Cl)cc1Cl,103,1
COc1ccc(CN2C(=O)C(C)Oc3ccccc32)cc1 (centres undefined),101,-0.2
CCOc1ccc(NC(=O)C2CCN(S(=O)(=O)c3c(C)noc3/C=C/c3c(C)cc(C)cc3C)CC2)cc1,109,0.5
CCN(CC)C(=O)CCc1nc(CN2CCN(S(=O)(=O)c3ccc(Br)cc3)CC2)no1,101,-0.2
COc1cccc(N=Nc2c(N)[nH]n(-c3ccccc3)c2=O)c1,99,-0.2
O=C(NCC1CCCCC1)c1cn(-c2ccccc2)nc1-c1cccs1,105,0.3
CCCCC(=O)c1ccc(OC(C)C)cc1,100,-0.4
COC(=O)c1c(SC)nc2ccccc2c1OCc1ccccc1Cl,99,-1.6
CCOC(=O)N1CCc2c(sc3c2c(=O)n(-c2ccccc2C(F)(F)F)c(=O)n3Cc2ccccc2C)C1,106,0.6
CCOC(=O)c1c(NC(=O)c2ccc(C)c(C)c2)sc2c1CCCCC2,100,-0.4
O=c1occ(CO)c(O)c1CN1CCc2ccccc2C1,119,2.6
CSc1ccc(-c2nc3cc(C)ccn3c2Nc2ccc(C)cc2)cc1,105,-1
COC(=O)c1scc2c(Oc3ccccc3C(F)(F)F)cc(C(F)(F)F)nc12,107,0.6
c1ccc(-n2ncc3c(N4CCC5(CC4)OCCO5)ncnc32)cc1,99,-0.5
COc1ccc(NC(=O)c2cc(C)nn2-c2ccccc2)cc1,103,0.5
CN(C)S(=O)(=O)c1cccc(CN2C(=O)NC3(CCCCCC3)C2=O)c1,97,-0.7
COc1ccc(Cl)cc1NC(=O)c1sc2nc3n(c(=O)c2c1C)CCC3,105,-0.3
C=CCN(Cc1ccc(OC)c(OC)c1)C(=O)NC1CCCCC1,103,1.2
CC(=O)Nc1cccc(-n2nnc(SCc3cc(Cl)cc4c3OCOC4)n2)c1,108,1.1
O=C(NCCc1ccccc1)c1ccc(Cn2c(SCc3ccc(F)cc3)nc3cccnc32)cc1,112,0.3
CC(C)N(C(C)C)S(=O)(=O)c1ccc(N2CCC(C(N)=O)CC2)nc1,104,0.3
CCOC(=O)N1CCc2c(sc(NC(=O)c3ccc(S(=O)(=O)N4CCOCC4)cc3)c2C(=O)N2CCOCC2)C1,101,0.2
COc1ccc(NCc2csc(-c3ccccc3)n2)cc1Cl,100,-0.4
CNS(=O)(=O)c1cc(C(=O)Nc2nnc(C3CC3)s2)ccc1Cl,101,-0.3
CCN(CC)c1ccc(NC(=O)CN2C(=O)c3cccnc3Oc3ccccc32)c(C)c1,105,-0.2
COc1ccccc1C(=O)Nc1ccc(S(=O)(=O)NC2=NCCCCC2)cc1,102,-0.2
CCCn1cc(S(=O)(=O)c2cc(C)ccc2C)c(=O)c2cc(F)c(N3CCN(CC)CC3)cc21,102,-1.2
COc1ccc(C(=O)CSc2nnc(Cc3cccs3)n2C2CC2)cc1,107,0.5
COc1ccc(CCCc2nnc(SCC(=O)Nc3cccc(F)c3C)o2)cc1,106,-0.8
Cn1c(SCc2ccccc2)nnc1C1CCN(C(=O)NCc2ccccc2)CC1,101,-0.2
Cc1ccc(NC(=O)CN2C(=O)S/C(=C/c3ccc(C)o3)C2=O)cc1,133,2.9
COc1ccc(NC(=O)/C(C#N)=C/c2ccc(C)o2)cc1,108,0.3
CCCCC1(CO)C(=O)N(c2ccccc2)N(c2ccccc2)C1=O,103,-0.1
CCN(CC)/C(=N/OCc1ccc(Cl)cc1Cl)c1nonc1N,104,0.6
Cc1cccc(OCCSc2nc3ccc(NC(=O)COc4ccccc4F)cc3s2)c1,107,0
CCc1ccc(NC(=O)C(CC)Sc2nc3nccnc3c(=O)n2CCc2ccccc2)cc1 (centres undefined),101,0
OC1(C(F)(F)F)CC(/C=C/c2cccs2)=NN1 (centres undefined),107,0.4
CCOc1ccc(NC(=O)c2cc3sc(Cl)cc3n2CC)cc1,104,-0.3
CCn1nc(C)c(Br)c1-c1nc(CS(=O)(=O)c2ccc(F)cc2)no1,101,-0.2
O=C(c1cncc(NS(=O)(=O)c2ccc(Cl)cc2)c1)N1CCc2ccccc21,105,1
COc1cccc(N2CCN(C(=O)c3cc4c(=O)n(Cc5ccco5)ccc4nc3C)CC2)c1,109,0.5

# In the list so far, these have two or more sulfur atoms.
SMILES,PV pol inh,PV pol inh FP z-score
CCS(=O)(=O)c1nc(S(=O)(=O)c2ccc(Cl)cc2)c(NCc2ccc(Cl)cc2)s1,103,-1.3
O=S1(=O)C=C(Sc2nnnn2-c2ccccc2)c2ccccc21,104,0.7
CCOC(=O)N1CCc2c(sc(NC(=O)c3ccc(S(=O)(=O)N4CCOCC4)cc3)c2C(=O)N2CCOCC2)C1,101,0.2
CNS(=O)(=O)c1cc(C(=O)Nc2nnc(C3CC3)s2)ccc1Cl,101,-0.3
COc1ccc(C(=O)CSc2nnc(Cc3cccs3)n2C2CC2)cc1,107,0.5
Cc1cccc(OCCSc2nc3ccc(NC(=O)COc4ccccc4F)cc3s2)c1,107,0

# Another view of part of the listing above:
> CCCCC1(CO)C(=O)N(c2ccccc2)N(c2ccccc2)C1=O
- PV pol inh: 103
- PV pol inh FP z-score: -0.1

> CCN(CC)/C(=N/OCc1ccc(Cl)cc1Cl)c1nonc1N
- PV pol inh: 104
- PV pol inh FP z-score: 0.6

> Cc1cccc(OCCSc2nc3ccc(NC(=O)COc4ccccc4F)cc3s2)c1
- PV pol inh: 107
- PV pol inh FP z-score: 0

# Other structures:
SMILES,PV pol inh,PV pol inh FP z-score
CCOC(=O)Cc1csc(SCC(=O)NC2CCCCC2)n1,105,0.4
COc1ccc(OCC(=O)Nc2nnc(S(=O)(=O)N3CCc4ccccc43)s2)cc1,117,2.2
COc1ccc(OC)c(-c2noc(N3CCN(c4cccc(C)c4C)CC3)n2)c1,101,-1
O=C(c1cccs1)N(Cc1cccnc1)c1nc2ccc(F)cc2s1,114,1.5
Cc1ccc(N2NC(=O)CC2=O)cc1Cl,101,-0.4
c1cc(-c2nc(-c3ccc4c(c3)OCCCO4)cs2)ccc1-c1csnn1,107,0.6
CC(=O)N1c2ccccc2CC1C(=O)N1CCN(c2ccccc2)CC1 (centres undefined),109,0.6
COC(=O)c1ccc(NC(=O)N2CC(C)Oc3ccccc32)cc1 (centres undefined),99,-1.3
CN(Cc1cnc2nc(N)nc(N)c2n1)c1ccc(C(=O)NC(CCC(=O)O)C(=O)O)cc1 (centres undefined),103&101,0.4&0.3
Cc1ccc(C(=O)NC2CCN(C(=O)NC3CCCCC3)CC2)cc1,102,0
O=C(CSc1c[nH]c2ccccc12)NC1CCCC1,99,-1.3
COCCn1c(=O)c(C#N)cc2c(=O)n3ccccc3nc21,105,0.7
CCOC(=O)c1noc(NC(=O)c2ccc(C(F)(F)F)cc2)c1-c1ccccc1,104,0.1
COc1ccc(N2CCN(C(=O)CSc3n[nH]c(-c4ccccc4Cl)n3)CC2)cc1,99,-2.1
OCC(O)CN(c1ccccc1)c1ccccc1 (centres undefined),103,0.3
CSC1=N/C(=C\c2ccc3c(c2)OCO3)C(=O)S1,102,0.2
Cc1cc(C(F)(F)F)nn1Cc1ccc(C(=O)O)o1,99,-0.8
CC(=O)N1CC(C(=O)N2CCN(S(=O)(=O)c3ccc4c(c3)CCCC4)CC2)Oc2ccccc21 (centres undefined),101,0
O=C(NCc1ccco1)c1ccc2c(c1)N(Cc1ccccc1)C(=O)c1ccccc1S2(=O)=O,108,0.8
CNS(=O)(=O)c1cccc(C(=O)OCC(=O)Nc2ccc(N3CCCCC3)cc2)c1,97,-1
COC(=O)CN1C(=O)S/C(=C\c2ccccc2)C1=O,103,0.4
COc1ccc(-n2c(SCC(=O)NCc3ccco3)nc3c([nH]c4ccccc43)c2=O)cc1,107,0
CC1=C(C(=O)OC2CCCCCC2)C(c2cccc(Cl)c2)CC(=O)N1 (centres undefined),102,-1
CN(C)S(=O)(=O)c1cccc(CSc2nnc(-c3ccccc3Br)o2)c1,100,-0.4
CC(C)(C)c1cc(N)n(-c2ccccc2)n1,103,0.5
Cc1ccc(C)c(Nc2nn3c(=O)c4ccc(C(=O)NCc5ccccc5)cc4nc3s2)c1,101,-1
N#CC1=C2SCN(Cc3ccccc3)CN2C(=O)CC1c1ccccc1 (centres undefined),95,-2.4
COc1ccc(-n2c(CCC(=O)OCC(=O)N3CCCCC3C)nc3ccccc3c2=O)c(OC)c1 (centres undefined),113,1.6
COc1cc(OC)c(N(C)C(=O)CCNC(=O)Cn2cnc3ccccc3c2=O)cc1Cl,111,0.8
COc1ccc(N2CCN(C(=O)CCC(=O)NNc3nc4ccccc4c4nc(C)nn34)CC2)cc1,87*,-1.7*
CCCN1CN=C(NS(=O)(=O)c2ccc(NC(C)=O)cc2)NC1,110,1.6
Cn1c(=O)c2c(O)c(C=NCc3cccnc3)c(=O)n(C)c2n(C)c1=O,100,-0.1
N=c1sccn1CC(=O)NCc1cccs1,100,-0.1
Cc1csc(SCc2ccccc2C(=O)OCC(=O)Nc2nnc(-c3ccccc3)o2)n1,104,0.1
CCOC(=O)c1c(CC(C)C)csc1NC=C(C#N)C#N,101,-0.4
CCC(C)NC(=O)c1ccccc1-c1ccccc1C(=O)NC(C)CC (centres undefined),97,-0.8
COc1ccc(S(=O)(=O)N(CC(=O)O)c2cc(Cl)ccc2OC)cc1OC,103,0.4
COc1ccccc1NC(=O)Nc1c(SC)nsc1SC,103,0.3
CCCNC(=O)CCc1nc(-c2ccc(C(C)(C)C)cc2)no1,102,0.1
CCn1c(C)cc(/C=C2/SC(=S)NC2=O)c1C,104,1.3
COc1ccc(-c2noc(CC3=NS(=O)(=O)c4ccccc4N3)n2)cc1,103,0.3
O=[N+]([O-])c1cc(-c2nc(-c3ccco3)no2)ccc1NCc1ccccc1,109,0.4
CC(=O)Nc1ccc(CN(CCN(C)C)Cc2ccccc2)cc1,100,-0.4
CN(CC(=O)C(C#N)c1ccccc1)C1CCCCC1 (centres undefined),101,-0.5
Cc1cc(C)c2c(n1)sc1c3c(c(=O)[nH]c12)C(c1cccc(Cl)c1)C(C#N)=C(N)O3 (centres undefined),139,6.2
CCC(=O)N1CCc2cc(Br)cc(S(=O)(=O)N3CCN(c4ccc(OC)cc4)CC3)c21,102,0.4
CCCN(Cc1cccs1)C(=O)Nc1cc(OC)ccc1OC,109,0.4
CCOc1cc(C(=O)NCCc2sc(-c3ccc(F)cc3)nc2C)cc(OCC)c1OCC,103,-0.9
O=C(Nc1ccncc1)c1snc2ccc(Cl)cc12,103,0.2
Cc1ccc(S(=O)(=O)N2CCC[C@H]2C(=O)N2CCN(Cc3nc4ccccc4s3)CC2)cc1,102,0
CCOC(=O)c1cnc2c(OC)cccc2c1N1CCN(c2ccc(OC)cc2)CC1,101,0.2
Cc1coc2cc3oc(=O)c(CCC(=O)NCc4ccc(Cl)cc4)c(C)c3cc12,100,-1.5
Cc1ccc2nc(SC/C(O)=C(\C#N)c3nc4ccccc4[nH]3)[nH]c2c1,77,-3.2
COc1cc(NC(C)=O)ccc1-c1cc2ccccc2oc1=O,103,0.1
CCOC(=O)N1CCN(C(=O)Cc2c(C(=O)O)n(C)c3ccccc23)CC1,100,-0.3
CC(=O)Nc1[nH]c2c(c1C#N)CCCCC2,103,0.2
O=C(Nc1ccc2c(c1)OCCO2)N1CCN2CCCCC2C1 (centres undefined),104,0.4
Fc1ccc(Cn2[nH]nnc2=S)cc1,96,-0.9
CCn1c(Cn2cc(S(=O)(=O)N3CCCC3)ccc2=O)nc2cc(S(=O)(=O)N(C)C)ccc21,106,0.5
CCN(CC)CCNC1CCN(CC)CC1,100,-0.4

# Continuation.
SMILES,PV pol inh,PV pol inh FP z-score
NS(=O)(=O)c1ccc(NC(=O)CCCC(=O)N2CCOCC2)cc1,104,0.5
Cc1cc(C)nc(-n2nc(C)cc2NC(=O)c2ccc(Cl)c(S(=O)(=O)N3CCOCC3)c2)n1,102,-0.5
c1ccc(Nc2c(-c3ccccc3)nc3ncccn23)cc1,113,0.1
O=C1c2ccccc2C(=O)N1CCCc1nc(-c2ccc(Cl)cc2)no1,104,0.5
CC(=NCc1ccc(C)cc1)c1c(O)cc(C)oc1=O,108,1
CCOC(=O)c1[nH]c2ccccc2c1NC(C)=O,103,0.4
O=C(CSC1=NCCS1)N1CCN(c2ccccc2)CC1,101,0
CCOC(=O)/C(C)=C1\NC(C)(C)Cc2ccccc21,102,0
